Sm TGR block: blocks Schistosoma mansoni thioredoxin glutathione reductase; Q962Y6; 360,000 compounds, 3% hits; purified TGR, DTNB reduction, TNB absorbance 405 nm; AID 485364; Potency, µM (titrated, usually from 114 µM), inactives show at the highest dose activity change, negative = inhibition, most hits filed as inhibitors; note: potency is the fitted concentration of half-maximal effect; nearly all actives have a fitted effect of over 60% in size
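TGR 20 nM + NADPH 100 uM (dispensed conc.), cpd preinc 15 min RT; start with NADPH (500 uM addition) then DTNB (15 mM addition). Kinetic TNB absorbance, 405 nm filter. Four-parameter Hill fit across titration.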
AmpC no deterg: blocks E. coli AmpC beta-lactamase in detergent-free assay | P00811 | AmpC nitrocefin hydrolysis, absorbance 480 nm, 0.0001% Triton | Potency, µM (titrated, usually from 57.1 µM), for inactives: at the top dose activity change, negative = inhibition, usual class: inhibitors | 330,000 compounds, 0.52% hits | AID 485341;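 note: potency is the fitted concentration of half-maximal effect; plate controls were no compound for no effect and no enzyme for full effect; nearly all actives have a fitted effect of over 20% in size; some results filed as inactive show a strong effect at the top dose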
Target sequence (P00811 whole entry, looked up): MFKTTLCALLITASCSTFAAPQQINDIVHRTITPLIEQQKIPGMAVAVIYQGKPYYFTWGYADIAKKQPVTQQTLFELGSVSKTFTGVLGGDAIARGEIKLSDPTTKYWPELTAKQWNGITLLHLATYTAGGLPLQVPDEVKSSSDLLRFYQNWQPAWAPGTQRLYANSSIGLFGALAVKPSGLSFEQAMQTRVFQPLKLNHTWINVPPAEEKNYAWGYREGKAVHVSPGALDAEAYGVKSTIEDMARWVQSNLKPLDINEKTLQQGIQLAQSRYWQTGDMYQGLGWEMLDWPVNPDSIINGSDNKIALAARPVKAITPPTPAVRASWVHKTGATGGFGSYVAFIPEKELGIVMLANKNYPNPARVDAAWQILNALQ
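AmpC (5.3 nM in the dispensed reagent) in 20 mM phosphate pH 7.0 with 0.01% (detergent screen) or 0.0001% Triton X-100 was preincubated with compounds for 15 min at room temperature. Nitrocefin was then added from an 800 uM solution, and hydrolysis was followed at 480 nm.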
TbPYK inhibitor: T. brucei pyruvate kinase inhibition; Q57TT1; TbPYK enzyme, Kinase-Glo Plus ATP luminescence, 45 min; Potency, µM (titrated, usually from 76.8 µM), without a hit: at the highest dose activity, negative = inhibition, most hits filed as inhibitors; 410,000 compounds, 0.12% hits; note: potency is the fitted concentration of half-maximal effect; nearly all actives have a fitted effect of over 50% in size
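Quantitative HTS: titrated library compounds versus trypanosomal pyruvate kinase in TEA buffer (pH 7.2) containing KCl, MgCl2, BSA and Tween-20. Reactions were initiated with ADP, 130 uM final. Kinase-Glo Plus luminescence was read after 45 min at RT.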
AMA1-RON2 inh: AMA1-RON2 (P. falciparum) interaction inhibition | AlphaScreen AMA1-biotinylated RON2 peptide binding | Potency, µM (doses to about 58.2 µM), inactives show at the top dose activity change, negative = inhibition, most hits filed as inhibitors | 360,000 compounds, 0.2% hits | AID 720542;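 note: potency is the fitted concentration of half-maximal effect; 0% = vehicle wells and -100% = peptide control; nearly all actives have a fitted effect of over 45% in size; some results filed as inactive show a strong effect at the top dose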
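AMA1 (3D7) with his tag at 25 nM final met compounds first, then biotinylated RON2 peptide at 25 nM; detection used donor plus acceptor beads, 10 µg/mL apiece, read by AlphaScreen after 30 min at room temperature.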
AmpC inh detg: inhibitors of E. coli AmpC beta-lactamase with detergent. P00811. AmpC hydrolysis of nitrocefin, absorbance 480 nm, 0.01% Triton. Potency, µM (top dose mostly 114 µM), for the others: at the highest dose activity change, negative = inhibition, usual class: inhibitors. 370,000 compounds, 0.041% hits;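 note: potency is the fitted concentration of half-maximal effect; 0% = no-compound wells and -100% = no-enzyme wells; nearly all actives have a fitted effect of over 25% in size; some results filed as inactive show a strong effect at the top dose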
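AmpC (5.3 nM in the dispensed reagent) in 20 mM phosphate pH 7.0 with 0.01% (detergent screen) or 0.0001% Triton X-100 was preincubated with compounds for 15 min at room temperature. Nitrocefin was then added from an 800 uM solution, and hydrolysis was followed at 480 nm.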
HCMV inh: blocks human cytomegalovirus replication | 410,000 compounds, 4.5% hits | activity change, negative = inhibition, % at 57.5 µM | HFF cells, HCMV-luciferase reporter, 72 h; active compounds read low; in the data active = activity change below about -60%; inconclusive = no clear call, values can overlap the other calls; inactive = above about -39%
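HFF cells seeded 16 h at 37C, treated with compounds, infected with luciferase-reporter HCMV at MOI 1 PFU/cell; luciferase read at 72 h post infection, normalized to buffer-only and Salinomycin controls.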
LmPK inh: blocks Leishmania mexicana pyruvate kinase activity. 290,000 compounds, 0.37% hits. Q27686. purified LmPK, Kinase-Glo ATP luminescence, 1 h. Potency, µM (top dose mostly 57.5 µM), without a hit: at the highest dose activity change, negative = inhibition, actives largely listed as inhibitors; note: potency is the fitted concentration of half-maximal effect
Target sequence (Q27686 whole entry, looked up): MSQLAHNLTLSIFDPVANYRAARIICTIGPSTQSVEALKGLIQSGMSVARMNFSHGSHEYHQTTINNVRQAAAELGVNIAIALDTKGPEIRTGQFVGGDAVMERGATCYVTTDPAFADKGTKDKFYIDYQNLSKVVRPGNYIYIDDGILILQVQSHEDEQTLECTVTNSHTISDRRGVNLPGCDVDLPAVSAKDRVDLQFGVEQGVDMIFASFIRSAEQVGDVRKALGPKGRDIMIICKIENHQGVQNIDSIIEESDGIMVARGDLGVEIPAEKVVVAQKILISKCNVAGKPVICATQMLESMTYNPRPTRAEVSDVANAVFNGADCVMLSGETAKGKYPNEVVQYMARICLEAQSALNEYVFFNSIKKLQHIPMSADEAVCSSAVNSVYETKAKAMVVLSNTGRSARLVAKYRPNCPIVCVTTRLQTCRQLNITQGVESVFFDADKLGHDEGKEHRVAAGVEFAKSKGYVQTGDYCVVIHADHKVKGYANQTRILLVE
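Pyruvate kinase activity monitored as ATP production (luciferase luminescence). Conditions: 0.1 nM enzyme, 0.5 mM PEP, 0.1 mM ADP, 1 h, RT; normalized against uninhibited and no-enzyme wells.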
The depositor's hits bear a star; ? = inconclusive; . = no result given; & = joins results of further samples; [ ] = dose if it differs, or a comment. Unless noted, calls come from the whole dose curve; as a rule, active = well fitted curve in the direction sought with a large enough effect; inconclusive = small, poorly fitted or top-dose-only effect, or another doubt; inactive = no such curve, though single readings can be large; an effect the other way counts as inactive or inconclusive. Unless noted, % is set by controls: 0 for no effect and ±100 for the full control effect.

SMILES	Sm TGR block	AmpC no deterg	TbPYK inhibitor	AMA1-RON2 inh	AmpC inh detg	HCMV inh	LmPK inh
CCOC(=O)N1CCN(C(=O)C2CCN(S(=O)(=O)c3cc(OC)ccc3OC)CC2)CC1	3%	36%	3%	-9%	-14%	-6	2%
COc1ccc(C2=CC(=O)N(Nc3ccccc3)C2=O)cc1	-14%	-29%	-9%	16%	?	-9	-1%
Cc1ccc2oc(-c3cccc(NC(=O)c4ccccn4)c3)nc2c1	.	.	4%	-1%	.	26	.
Cc1cc(C)nc(Nc2ncn[nH]2)n1	7%	-10%	.	.	7%	.	1%
COC(=O)CSc1nnc(-c2ccc3c(c2)OCO3)n1C	1%	-22%	-2%	-3%	-10%	-13	3%
CCC(Oc1ccccc1)C(=O)Nc1cc(Cl)ccc1-n1cncn1 (stereo not drawn)	-2%	17%	-1%	0%	?	-23	.
Cc1cccc(-c2noc(CNS(=O)(=O)c3ccccc3)n2)c1	1%	-31%	1%	4%	?	-19	8%
CCCCn1c(N)c(N(CCOC)C(=O)c2ccc(-c3cccc(C(F)(F)F)c3)o2)c(=O)[nH]c1=O	-11%	129%[activator]	0%	-9%	?	-31	.
CC(=O)N1N=C(c2ccncc2)OC12CCCC2	-4%	-8%	-8%	-5%	1%	4	-3%
CCCCN1/C(=C/c2ccc3ccccc3[n+]2CC)Sc2ccccc21	.	0%	-15%	-6%	?	.	-8%
Cc1ccccc1NC(=O)Cn1c(=O)n(CCCCC(=O)NCc2ccccc2Cl)c(=O)c2ccccc21	15%	.	1%	.	24%	0	.
CCC(=O)Nc1nnc(S(=O)(=O)N2c3ccccc3CC2C)s1 (stereo not drawn)	-7%&4%	-18%	-1%&1%	3%	-10%&14%	?	-5%
CC(=O)c1cc2c(cc1NC(=O)c1cccc(S(=O)(=O)N3CCN(C)CC3)c1)OCO2	2%	4%	-3%	-16%	-9%	-15	1%
CC1CCN(C(=O)c2ccc3c(Cl)c4c(nc3c2)CCCC4)CC1	-33%	149%[activator]	3%	-12%	-1%	54	3%[11.5 µM]
COc1ccc(-c2noc(-c3ccc(NCc4ccco4)c([N+](=O)[O-])c3)n2)cc1OC	4%	.	-1%	.	-2%	0	.
O=C(NC1CC1)C1=C[C@H](c2csc3ccccc23)C[C@H](OCc2ccc(CO)cc2)O1	10%	161%[activator]	3%	-1%	-1%	-7	4%
Cc1cc(C)c(Cn2c(C)c(CNCCCc3ccccc3)c(C(=O)O)c2C)c(C)c1	-24%	.	6%	.	19%	9	.
COc1cc(OC)c2c(-c3cccc(-c4ccoc4)c3)cc(=O)oc2c1	.	-54%	2%	-16%	.	7	.
O=C(COC(=O)CCC(=O)c1cccs1)NC1CC1	-12%	-44%	-1%	0%	-3%	-38	4%
COc1ccc(C(=O)C2CCCN(C(=O)c3ccccc3C(C)=O)C2)cc1F (stereo not drawn)	40µM*	61%[activator]	-1%	9%	9%	?	5%
COc1ccccc1C(=O)O/N=C(\N)c1ccc(Cl)cc1	-9%	-25%	-3%	15%	-16%	152	-4%
O=C(C(Cc1ccccc1)NS(=O)(=O)c1ccc(F)cc1)N1CCC2(CC1)OCCO2 (stereo not drawn)	0%	31%	2%	-5%	3%	5	10%
CCOc1cc(/C=N/NC(=O)COc2nc(C)cc(COC)c2C#N)ccc1O	3%	-21%	-4%	9%	-1%	-18	0%
O=c1[nH]c2ccc(NCc3ccc(-c4ccc(F)cc4)o3)cc2[nH]1	-3%	.	-4%	.	20%	-6	.
C/C(=C1/SC(=S)N(CCC(=O)O)C1=O)c1ccc(O)cc1	-20%	-10%	-19%	4%	0%	7	6%

Later entries.
SMILES	Sm TGR block	AmpC no deterg	TbPYK inhibitor	AMA1-RON2 inh	AmpC inh detg	HCMV inh	LmPK inh
O=C(Nc1ccccc1)Nc1ncc([N+](=O)[O-])s1	5%	-21%[11.4 µM]	-15%	-23%	-14%	-98*	?
CCNC(=O)C1(C)CCCN(C(=O)c2ccc(F)c(C)c2)C1 (stereo not drawn)	.	.	-4%	-2%	.	2	.
c1cc2c3c(cccc3c1)C(N1CCCCCC1)=N2	-1%	-9%	4%	11%	1%	79	-2%
C=CCn1c(SCC(=O)OCc2ccccc2)nc2c1c(=O)n(C)c(=O)n2C	-2%	14%	-3%	7%	-9%	-10	0%
O=C(c1ccc(Cl)cc1)N1CCC(O)(CSc2ccccc2)CC1	6%	52%	-5%	1%	4%	18	1%
CCOc1ccc(S(=O)(=O)N(C)c2ccc(OCC(=O)Nc3nccs3)cc2)cc1	0%	-39%	1%	60%[activator]	-3%	11	3%
CCN(CC)c1ccc(C(=O)NCc2ccc3c(c2)CCN3C(=O)c2ccc(F)cc2)cc1	3%	.	-8%	.	12%	19	.
Cc1c(C(=O)NCc2cccs2)oc2ccc(Br)cc12	-3%	-26%	-6%	-7%	3%	14	2%
CCc1nc2ccc(C(=O)Nc3cccc(OCC(=O)N(C)C)c3)cn2c1N(C)Cc1cc2ccccc2s1	.	.	-1%	-11%	.	-18	.
CC(C)CCC[C@](C)(O)c1ccc(C(=O)O)cc1O	.	.	1%	-6%	.	-19	.
O=C(Cc1ccc(-c2ccccc2)cc1)NCCS(=O)(=O)N1CCN(c2ccc(F)cc2)CC1	-3%	.	-6%	.	-3%	?	.
COC(=O)Cn1c(=O)c2c(nc3n2CCCN3CCc2ccccc2)n(C)c1=O	-10%	54%	4%	4%	-7%	-64*	2%
Cc1ccc(Cl)cc1N1CCN(CC(=O)Nc2ccc3[nH]c(=O)[nH]c3c2)CC1	-4%	-25%	-5%	-2%	-2%	-17	1%
CCn1c(/C=C/c2cccc([N+](=O)[O-])c2)nc2ccccc2c1=O	2%	-39%	-4%	-5%	?	-26	9%
CN1CCN(c2ccc(S(=O)(=O)N3CCCCC3)cc2NC(=O)Cc2c(F)cccc2Cl)CC1	-12%	?	2%	-11%	?	-18	.
CCCCOC1(c2ccccc2)OC(=O)c2ccccc21 (stereo not drawn)	4%	-21%	-2%	11%	-4%	39	4%
Cc1cc(C)cc(Oc2ccc(NC(=O)C3CC=CCC3C(=O)O)cc2)c1 (stereo not drawn)	7%	-12%	2%	9%	-5%	-28	-2%
CCOC(=O)CSc1nnc(CNC(=O)Cc2ccccc2)n1C	-34%	-8%	1%	5%	1%	-16	0%
COc1ccc(C(O)c2nc3ccccc3n2C)cc1OC (stereo not drawn)	8%	98%[activator]	3%	23%	-11%	-88*	6%
COc1ccc(S(=O)(=O)NCCc2csc(-c3ccc(F)cc3)n2)cc1	5%	.	1%	.	-2%	-29	.
CC(=O)c1c(C)nc(-c2ccc(Cl)cc2Cl)n1O	6%	-10%	-19%	-1%	-13%	?	-7%
CCCN1CCC(=O)N([C@H](CO)c2ccccc2)CC1	-21%	-4%	-2%	14%	?	?	-4%
COc1ccc(COC(=O)C2=C(C)NC(=O)NC2c2ccc(O)c(OC)c2)cc1 (stereo not drawn)	2%	-16%	-1%	-5%	?	-68*	11%
O=C(CCN1C(=O)/C(=C\c2ccc(F)cc2)SC1=S)Nc1ccc(O)cc1	?	-28%	1%	-11%	3%	-16	-5%
FC(F)(F)c1cccc(CN2CCN(c3ncccn3)CC2)c1	.	.	5%	11%	.	11	.

Single records, from the list above.
Record of COc1ccc(S(=O)(=O)NCCc2csc(-c3ccc(F)cc3)n2)cc1 → Sm TGR block = 5%; AmpC no deterg = .; TbPYK inhibitor = 1%; AMA1-RON2 inh = .; AmpC inh detg = -2%; HCMV inh = -29; LmPK inh = .
Record of CCCN1CCC(=O)N([C@H](CO)c2ccccc2)CC1 → Sm TGR block = -21%; AmpC no deterg = -4%; TbPYK inhibitor = -2%; AMA1-RON2 inh = 14%; AmpC inh detg = ?; HCMV inh = ?; LmPK inh = -4%

Following part
SMILES	Sm TGR block	AmpC no deterg	TbPYK inhibitor	AMA1-RON2 inh	AmpC inh detg	HCMV inh	LmPK inh
Cc1nn(C(=O)c2ccccc2F)c(C)c1S(=O)(=O)N1CCOCC1	-19%	.	-4%	.	17%	3	.
COC(=O)CCCC1=CC2=C(c3ccccc3)C(=O)C(C)(OC(=O)C3CCCC3)C(=O)C2=CN1C1CCCC1 (stereo not drawn)	?	140%[activator]	2%	-17%	-3%	-15	-4%[11.5 µM]
CCOC(=O)CSc1nc2sc3c(c2c(=O)n1CC)CC(C)(C)OC3	-29%	19%	-17%	-9%	-10%	9	1%
CCc1ccc(CNC(=O)C2CCCN(S(=O)(=O)N(CC)c3ccccc3)C2)cc1 (stereo not drawn)	2%	24%	3%	8%	?	8	2%
Clc1ccc(CSc2nc(NCCc3ccccc3)c3ccccc3n2)cc1	5%	.	-4%	.	8%	-11	.
CN(C)c1ccc(NC(=O)Nc2csc3ccccc23)cc1	?	-49%	-6%	-27%	4%	-36	3%
CN(Cc1ccc(F)cc1)S(=O)(=O)c1nnc(NC(=O)c2ccccc2Cl)s1	1%	.	-12%[15.4 µM]	.	11%	?	.
N#CC1=C(N)Oc2n[nH]c(-c3ccccc3)c2C1c1ccsc1 (stereo not drawn)	-21%	-15%	-5%	-2%	-10%	74	2%
COc1ccc(NC(=O)c2oc3ccc(S(=O)(=O)N4CCCCC4)cc3c2C)cc1	7%	.	2%	.	1%	-34	.
O=C(Nc1ccccc1)Nc1ccc2ccccc2n1	?	-30%	-1%	-6%	?	-14	0%
CCC(=O)N(Cc1cc(=O)[nH]c2ccccc12)c1cccc(C)c1	-16%	51%	-9%	-3%	-13%	-36	4%
COc1ccccc1C(=O)NC(=O)COC(=O)C1CC2CCCC(C1)C2=O (stereo not drawn)	-6%	12%	-6%	8%	-14%	21	-13%
COc1ccc(CC(=O)N(Cc2ccccc2)c2cccc(C)c2)cc1OC	5%	93%[activator]	0%	-4%	-1%	?	6%
COc1ccc(-n2c(SCC(=O)Nc3nccs3)nnc2-c2ccc(Cl)cc2)cc1	.	.	-1%	8%	.	?	.
O=C(Cn1c(=O)oc2cc(S(=O)(=O)N3CCCCC3)ccc21)Nc1cccc(Cl)c1	1%	.	-1%	.	1%	-38	.
CCOC(=O)C(C)NC(=O)c1c2c(nc3ccccc13)C(=O)N(C1CCCCC1)C2 (stereo not drawn)	-2%	.	-1%	.	20%	34	.
CCCSc1nc2c(cnn2-c2ccc(Cl)cc2)c(=O)[nH]1	0%	-15%	-4%	-8%	?	63	0%

High-throughput results (PubChem)
